Screening data from PubChem BioAssay.
LGR2 inh: inhibitors of bursicon-induced LGR2 CRE-luciferase signal, primary screen, cell-based, HEK293, CRE-luciferase reporter, bursicon stimulation; Drosophila bursicon receptor LGR2 (rickets); inhibition, % at 9.99 µM; 380,000 tested, 0.35% active; AID 720647, 2013; bursicon-stimulated, 4 h;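 active = drop in luminescence signal, shown as inhibition above about 50% in the replicate tests, limit read from the data, passing the limit was not always enough; inconclusive = probably only some replicates passing the limit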;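 also: agonist challenge used bursicon conditioned medium at about half maximal strength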
PGC1a acetyl inh: inhibitors of PGC1a acetylation signal, primary screen, cell-based, U2OS, AlphaScreen, inhibitor mode | AlphaScreen anti-acetyl-lysine; with virally co-expressed GCN5 acetyltransferase | inhibition, % at 15.6 µM | 350,000 tested, 0.17% active;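 active = every replicate shows inhibition of at least 40%; inconclusive = mean inhibition at least 40% but some replicate below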;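 also: 0% = neutral control wells and 100% = positive control wells; some results beyond the cut were filed as inactive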
PAX8 reporter: inhibitors of PAX8-driven TPO luciferase reporter, primary screen, RMG-I cells, single concentration; SteadyGlo, 24 h; inhibition, % at 12.6 µM; 360,000 tested, 1.2% active; AID 652154, 2013;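 active = mean replicate inhibition at least 60% with every replicate also reaching 60%; inconclusive = only one of the two criteria is met; inactive = mean below 60% and not all replicates reaching 60%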;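 also: luciferase light reporting Pax8 driven TPO promoter activity; plate controls were median of neutral control wells for no effect and mitoxantrone controls for full effect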
Cneo AK release: Cryptococcus neoformans cell lysis inducers, primary screen, AK release luminescence, single concentration; 360,000 tested, 0.2% active; lysis activity, % at 15 µM; AID 651654, 2012; C. neoformans lysis, adenylate kinase release luminescence, 4 h; normalised: neutral wells 0, clomiphene wells 100;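 active = mean lysis activity across replicates of at least 80%, whatever share of replicates individually reach that level; inactive = mean lysis activity below 80%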
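Test system: log-phase Cryptococcus neoformans yeast cells; Quantity: yeast cell density of 5 × 10^6 cells/mL; Buffer or medium: YPD; Doses: single compound concentration per well; Timing: 4 h at 37 °C static, read 1 h later; Measured by: AK luminescence; Read-out basis: lysis from increased AK signal; Control set: Clomiphene as positive control.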
ARNT TACC3 PPI: disruptors of ARNT/TACC3 protein interaction, primary screen, biochemical, AlphaScreen, single concentration. Transforming acidic coiled-coil-containing protein 3 (Homo sapiens), Q9Y6A5. AlphaScreen His-ARNT PAS-B/GST-TACC3 binding, luminescence; TACC3 fragment carries E629A point mutation. inhibition, % at 9.99 µM. 390,000 tested, 0.66% active;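 active = mean inhibition of replicates at least 50% and at least half of replicates each reaching 50%; inconclusive = half or more replicates reach 50% but mean below 50%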;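 also: 0% = complete ARNT plus TACC3 wells and 100% = ARNT alone without TACC3; many hits fall short of the cut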
GSIS activator: GLuc luminescence reporter in INS-1E cells, primary screen for activators of glucose-dependent secretion of insulin. activation, % at 16.6 µM. AID 743287, 2014. 370,000 tested, 0.61% active. INS-1E GLuc reporter insulin secretion, 2-3 h;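 active = lowest replicate activation of at least 40%, so every replicate reaches that level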;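 also: 0% = median of neutral control wells and 100% = median of IBMX positive control wells; some compounds called inactive have numbers as strong as hits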
Statin myotox sup: suppressors of statin myotoxicity in C2C12 myotubes, primary screen, cell-based, single point, plate reader; AID 602340, 2012; 330,000 tested, 0.78% active; rescue of ATP level, % at 7.49 µM; C2C12 myotubes + simvastatin, ATP luminescence, 48 h; scaled: DMSO 0, geranylgeraniol control 100;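 active = mean ATP rescue above about 67%, or every replicate alone reaching that limit, limit read from the data, passing the limit was not always enough; inconclusive = no clear call, values can overlap the other calls; inactive = mean under the limit and some replicate under it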;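 also: myotubes were challenged with 10 µM simvastatin during compound exposure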
PglD DTNB: C. jejuni PglD acetyltransferase inhibitors, primary screen, biochemical, DTNB colorimetric, single point; purified PglD enzyme, DTNB colorimetric CoA detection; inhibition, % at 12.5 µM; 360,000 tested, 0.098% active; in the data active = inhibition above about 16%, passing the limit was not always enough; inconclusive = no clear call, values can overlap the other calls; also: strong numbers were not always called active
An asterisk follows results filed as active; ? = inconclusive; nt = not tested or not shown; & = joins results of further samples; ! = not active in a repeat.

Results follow in this order: Cneo AK release	Statin myotox sup	PAX8 reporter	PGC1a acetyl inh	GSIS activator	PglD DTNB	ARNT TACC3 PPI	LGR2 inh
> COc1ccccc1C(=O)Nc1ccnn1C1CCN(Cc2cn(C)c3ccccc23)CC1
    0	-34	17	nt	-12	0	17	-5
> O=C1COc2ccc(C(=O)COC(=O)c3sc4ccccc4c3Cl)cc2N1
    -2	-29	4	3	15	-1	-3	15
> CCOC(=O)c1c(C)[nH]c(C)c1C(=O)COC(=O)c1sccc1C
    4	6	-38	5	4	-1	0	3
> Cc1ccccc1N=Nc1ccc(O)c2ncccc12
    5	nt	18	10	nt	2	-5	nt
> Cc1ccc(NC(=O)CSc2ccccc2)cc1S(=O)(=O)N1CCOCC1
    -8	2	2	-3	3	-3	-1	7
> O=C(Oc1ccc(F)c(F)c1)c1ccc2c(=O)n3c(nc2c1)CCC3
    0	8	-10	9	8	4	-2	-11
> O=C(C[C@H]1CC[C@@H]2[C@H](COC[C@@H](O)CN2S(=O)(=O)c2cccc(Cl)c2)O1)NC1CCCC1
    -1	3	2	0	4	-2	13	-1
> CSc1ccc(CNCC2CCCO2)cc1 (stereo not given)
    3	-4	-9	-11	6	3	-16	-6
> CCN(C(=O)COC(=O)/C=C/c1c(C)nn(Cc2ccc(C)cc2)c1C)C1CCS(=O)(=O)C1 (stereo not given)
    nt	nt	5	10	-2	nt	-3	-17
> O=C(Nc1ccc(Cl)c([N+](=O)[O-])c1)c1ccc(NCCCN2CCOCC2)c([N+](=O)[O-])c1
    -1	-60	nt	-19	49	1	4	nt
> CCCNC(=O)N1C[C@@H](O)COC[C@@H]2O[C@H](CC(=O)NCCCN3CCOCC3)CC[C@H]21
    52	4	-12	-3	9	2	-3	7
> COc1ccc(S(=O)(=O)N(C)C[C@H]2Oc3c(NC(=O)c4nc5ccccc5s4)cccc3C(=O)N([C@H](C)CO)C[C@@H]2C)cc1
    -1	nt	nt	-6	1	2	-15	-12
> COc1ccc(CC(=O)NNC(=O)c2ccc(Br)s2)cc1OC
    0	5	7	1	10	-4	-8	-7
> O=C(COC(=O)c1cccc(S(=O)(=O)N2CCOCC2)c1)Nc1ncc(Cl)cc1Cl
    -1	-3	-14	4	-9	1	0	9
> Cc1cc(OCC(=O)N[C@@H](Cc2ccccc2)c2nc3ccccc3[nH]2)ccc1Cl
    1	3	9	nt	nt	6	-1	nt
> COc1ccc(/C=C2\OC(=S)N(C)C2=O)cc1
    -9	-5	nt	8	7	0	4	7
> Cc1cc(C(F)(F)F)n2ncc(-c3cccc(Br)c3)c2n1
    -2	-8	30	nt	6	-4	12	5
> CCCCCC(=O)N1CCCC(c2nc(-c3ccc(OC)cc3)no2)C1 (stereo not given)
    -4	16	-11	2	nt	5	-6	nt
> CCOC(=O)N1CCC(NC(=O)C2CCCN(S(=O)(=O)c3cccc4nsnc34)C2)CC1 (stereo not given)
    -1	0	nt	-16	nt	-3	-3	nt
> COc1ccc(C(=O)/C=C/c2ccc(OC3CSC3)cc2)cc1
    nt	nt	-6	nt	-12	nt	-1	-10

Some of the entries so far, with tabs.
mol	Cneo AK release	Statin myotox sup	PAX8 reporter	PGC1a acetyl inh	GSIS activator	PglD DTNB	ARNT TACC3 PPI	LGR2 inh
CCN(C(=O)COC(=O)/C=C/c1c(C)nn(Cc2ccc(C)cc2)c1C)C1CCS(=O)(=O)C1 (stereo not given)	nt	nt	5	10	-2	nt	-3	-17
O=C(Nc1ccc(Cl)c([N+](=O)[O-])c1)c1ccc(NCCCN2CCOCC2)c([N+](=O)[O-])c1	-1	-60	nt	-19	49	1	4	nt
CCCNC(=O)N1C[C@@H](O)COC[C@@H]2O[C@H](CC(=O)NCCCN3CCOCC3)CC[C@H]21	52	4	-12	-3	9	2	-3	7
COc1ccc(S(=O)(=O)N(C)C[C@H]2Oc3c(NC(=O)c4nc5ccccc5s4)cccc3C(=O)N([C@H](C)CO)C[C@@H]2C)cc1	-1	nt	nt	-6	1	2	-15	-12
COc1ccc(CC(=O)NNC(=O)c2ccc(Br)s2)cc1OC	0	5	7	1	10	-4	-8	-7
O=C(COC(=O)c1cccc(S(=O)(=O)N2CCOCC2)c1)Nc1ncc(Cl)cc1Cl	-1	-3	-14	4	-9	1	0	9
Cc1cc(OCC(=O)N[C@@H](Cc2ccccc2)c2nc3ccccc3[nH]2)ccc1Cl	1	3	9	nt	nt	6	-1	nt
COc1ccc(/C=C2\OC(=S)N(C)C2=O)cc1	-9	-5	nt	8	7	0	4	7
Cc1cc(C(F)(F)F)n2ncc(-c3cccc(Br)c3)c2n1	-2	-8	30	nt	6	-4	12	5

(list continues)
Results follow in this order: Cneo AK release	Statin myotox sup	PAX8 reporter	PGC1a acetyl inh	GSIS activator	PglD DTNB	ARNT TACC3 PPI	LGR2 inh
> O=CC1=C(c2ccccc2)Oc2ccccc2O1
    0	25	35	nt	-45	2	20	10
> C[C@H](CO)N1C[C@H](C)[C@@H](CN(C)S(=O)(=O)c2cccs2)OCc2ccccc2-c2c(n(C)c3ccccc23)C1=O
    2	nt	47	1	-10	-1	14	10
> CCN(CC)c1ccc(/C=C/c2cccc[n+]2C)c(OC)c1
    3	-88	95*	nt	-49	-6	5	26
> O=C(CN(Cc1ccccc1)C(=O)CNS(=O)(=O)c1ccccc1)NCC1CCCO1 (stereo not given)
    0	0	0	2	53	-5	-1	2
> COc1ccc(N2CCN(C3CCN(S(=O)(=O)c4ccc(F)cc4)CC3)CC2)cc1
    1	12	12	-4	4	-1	-8	5
> CCOc1cccc2sc(N(CCN(CC)CC)C(=O)c3cccc([N+](=O)[O-])c3)nc12
    nt	nt	1	nt	24	nt	1	-27
> CN(C)C(=O)C[C@@H]1C[C@H]2c3cc(NC(=O)NC4CCCC4)ccc3O[C@H]2[C@@H](CO)O1
    1	-9	9	-6	8	-2	-7	-8
> O=C(COC(=O)CNC(=O)C1CCCCC1)NCc1ccccc1
    0	10	11	-4	-2	1	3	19
> Cc1nn(-c2ccccc2)c(Cl)c1/C=N/NS(=O)(=O)c1ccc(Br)cc1
    nt	nt	4	nt	-29	nt	-18	-4
> CCN(Cc1ccc2c(c1)OCCO2)C(=O)CSc1nc(C)nc2sc(C)c(C)c12
    2	0	-2	-9	nt	-4	-1	10
> C[C@H](CO)N1C[C@H](C)[C@@H](CN(C)C(=O)CCCN(C)C)OCCCC[C@H](C)Oc2ccc(NC(=O)Nc3ccc(C(F)(F)F)cc3)cc2C1=O
    6	90*	-3	11	23	1	-2	-23
> CCOc1ccc(CCN2C(=S)N([C@@H](Cc3ccc(O)cc3)CN3CCC[C@@H]3CN3C(=S)NC[C@@H]3Cc3ccccc3)C[C@@H]2Cc2ccc(O)cc2)cc1
    -1	-9	57	-14	-10	3	nt	3
> CC(C)NC(=O)NC[C@H]1[C@H](c2ccccc2)[C@H](CO)N1C(=O)c1ccccc1
    -7	5	9	2	-6	1	-8	11
> CCNc1nnc(SCC(=O)NC2CCCCCC2)s1
    -1	16	5	-1	11	-2	-6	-13
> O=C(C[C@H]1C/C=C\CC[C@H](Cc2ccc(F)cc2)C(=O)O[C@@H](c2ccccc2)CNC1=O)N[C@@H](CO)Cc1ccccc1
    1	6	1	nt	nt	0	-1	38
> CC(O)[C@H]1CN=C(N)N1CCc1cc(C(F)(F)F)cc(C(F)(F)F)c1 (stereo not given in full)
    7	17	-17	nt	10	4	1	0
> COc1cc(/C=C2\SC(=S)N(CC(=O)NC(C)(C)C)C2=O)cc(OC)c1OC
    nt	-3	17	-7	5	nt	1	-26
> COc1cc2c(cc1OC)CN(C(=O)c1ccc([N+](=O)[O-])o1)CC2
    nt	nt	21	nt	-7	nt	0	7
> Cc1ccccc1S(=O)(=O)N1C[C@@H]2N[C@H](C1)C2c1ccc(-c2cccc(C#N)c2)cc1 (stereo not given in full)
    nt	nt	94*!	6&-14	-3&3	nt	nt	?
> c1ccc(Cn2nnc3c(NCCN4CCOCC4)ncnc32)cc1
    nt	5	nt	3	-2	nt	-1	0
> COCn1ccnc1C(=O)c1ccco1
    0	8	9	-1	-3	3	nt	2
> C[C@H]1CN([C@@H](C)CO)C(=O)c2cc(C#Cc3ccccc3)cnc2O[C@@H]1CN(C)CC1CCOCC1
    2	20	nt	6	-8	1	9	-27
> CCS(=O)(=O)c1nc(S(=O)(=O)c2ccc(Cl)cc2)c(NCCN2CCOCC2)s1
    12	8	-72	0	18	10	3	-6
> COc1cc(/C=N/NC(=O)c2ccncc2)ccc1OC(C)=O
    -1	-6	19	?	5	-8	-4	12
> O=C(Cc1ccccc1)N1C[C@H]2[C@@H](c3ccccc31)[C@H](CO)N2C(=O)C1CCOCC1
    -2	-11	8	-8	9	1	-3	-9
> CC1(C)OC(C(N)=O)C(C(N)=O)O1 (stereo not given)
    3	9	-13	6	nt	-1	-7	nt
> COc1ccc(-c2cn(CC[C@@H]3CC[C@H](NC(=O)c4cnccn4)[C@H](CO)O3)nn2)cc1
    -2	2	-11	5	15	-1	-4	-16
> O=[N+]([O-])c1cccc(CON=Cc2ccccc2O)c1
    1	nt	-80	nt	-1	-2	nt	-74
> COc1ccc(-n2cnnc2SCC(=O)N(C)c2ccccc2)cc1
    -2	24	1	nt	-2	0	-1	3
> COC(=O)c1ccc(NC(=O)COC(=O)C2CC(=O)N(Cc3ccccc3)C2)cc1 (stereo not given)
    -1	2	-8	16	-5	-9	-20	-23
> Cc1ccc(S(=O)(=O)N(C)CC(=O)Nc2cccc3c2CCCC3)cc1
    -1	1	nt	-8	nt	7	-14	nt
